# Screens as filed in PubChem BioAssay.
# Mtb BioA inh: blocks M. tuberculosis BioA enzyme activity; purified M. tuberculosis BioA enzyme, plate reader; inhibition, % at 9.99 µM; hit rate 0.096% among 360,000; AID 602481; in the data active = inhibition above about 40%; inconclusive = no clear call, values can overlap the other calls
# BoNT-F LC inh: BoNT F light chain protease inhibition; inhibition, % at 10 µM; Multiplex microsphere protease cleavage assay, flow cytometry; hit rate 0.22% among 360,000; in the data active = inhibition above about 35%, passing the limit was not always enough; inconclusive = no clear call, values can overlap the other calls; also: plate controls were buffer without enzyme for full effect and enzyme alone for no effect
# Rv3671c inh: Rv3671c (M. tuberculosis) protease inhibition | inhibition, % at 5.96 µM | hit rate 0.048% among 320,000 | P9WHR9; in the data active = inhibition above about 38%;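 also: extracellular domain of Rv3671c used as enzyme; 0% = enzyme with DMSO and 100% = no enzyme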
# FadD28 binding: inhibitors of Mycobacterium tuberculosis FadD28 bisubstrate binding. AID 588549. FadD28 bisubstrate probe binding, fluorescence polarization. hit rate 0.22% among 360,000. inhibition, % at 12.5 µM; in the data active = inhibition above about 8.5%, passing the limit was not always enough; inconclusive = no clear call, values can overlap the other calls
# DUSP3 inh: DUSP3 (human) phosphatase inhibition; recombinant VHR phosphatase, pNPP absorbance; hit rate 0.52% among 290,000; AID 1654; inhibition, % at 13.3 µM; in the data active = inhibition above about 50%; also: some compounds called inactive have numbers as strong as hits
# Target sequence (P51452 whole entry, looked up): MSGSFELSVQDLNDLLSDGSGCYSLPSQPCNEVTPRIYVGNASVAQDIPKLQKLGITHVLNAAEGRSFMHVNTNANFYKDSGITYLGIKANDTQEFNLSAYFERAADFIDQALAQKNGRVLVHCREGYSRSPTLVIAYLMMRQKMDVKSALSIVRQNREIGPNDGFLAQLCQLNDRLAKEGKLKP
# CCHF vOTU inh: blocks the CCHF virus ovarian tumor domain protease; hit rate 0.55% among 370,000; CCHFV vOTU protease, Pep-AMC fluorescence; inhibition, % at 11.5 µM; AID 651958; also: 0% = vehicle wells with enzyme and 100% = no enzyme wells
# GDH-TPI counter: GDH-TPI coupled enzyme inhibition counter-screen. GDH-TPI coupled enzyme counterscreen, NADH absorbance. inhibition, % at 4.8 µM. hit rate 1.2% among 360,000;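 also: 0% = DMSO wells and 100% = wells lacking the enzyme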
# FBA Mtb inh: Mtb fructose-bisphosphate aldolase inhibition | purified M. tuberculosis FBA, fluorescence read-out | inhibition, % at 1 µM | hit rate 2.3% among 360,000 | AID 588726; in the data active = inhibition above about 27%;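 also: 0% = vehicle and 100% = reference inhibitor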
# Target sequence (P9WQA3 whole entry, looked up): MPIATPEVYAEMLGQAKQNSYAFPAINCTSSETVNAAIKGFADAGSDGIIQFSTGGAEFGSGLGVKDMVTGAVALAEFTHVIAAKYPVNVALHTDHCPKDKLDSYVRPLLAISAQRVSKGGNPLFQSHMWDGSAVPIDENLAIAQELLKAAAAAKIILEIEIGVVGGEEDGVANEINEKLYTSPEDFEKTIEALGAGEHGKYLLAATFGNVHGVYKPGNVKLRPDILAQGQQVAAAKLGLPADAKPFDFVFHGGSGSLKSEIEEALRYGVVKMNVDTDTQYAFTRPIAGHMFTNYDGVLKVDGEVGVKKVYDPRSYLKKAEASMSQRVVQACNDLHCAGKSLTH
# MazF activator: activators of E. coli MazEF toxin-antitoxin RNase. P0AE70. FAM/BHQ RNA-DNA oligo cleavage fluorescence, 5 h. activation, % at 20 µM. hit rate 0.32% among 350,000. AID 504720; in the data active = activation above about 50%
# Target sequence (P0AE70 whole entry, looked up): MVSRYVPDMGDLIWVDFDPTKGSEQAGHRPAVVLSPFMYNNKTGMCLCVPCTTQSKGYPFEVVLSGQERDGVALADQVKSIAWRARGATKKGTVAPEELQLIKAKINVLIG
# UGM FP inh: blocks M. tuberculosis UGM enzyme; purified UGM, fluorescence polarization probe displacement; inhibition, % at 10 µM; hit rate 0.06% among 320,000; AID 504406; in the data active = inhibition above about 10%, passing the limit was not always enough; inconclusive = no clear call, values can overlap the other calls
# Target sequence (P9WIQ1 whole entry, looked up): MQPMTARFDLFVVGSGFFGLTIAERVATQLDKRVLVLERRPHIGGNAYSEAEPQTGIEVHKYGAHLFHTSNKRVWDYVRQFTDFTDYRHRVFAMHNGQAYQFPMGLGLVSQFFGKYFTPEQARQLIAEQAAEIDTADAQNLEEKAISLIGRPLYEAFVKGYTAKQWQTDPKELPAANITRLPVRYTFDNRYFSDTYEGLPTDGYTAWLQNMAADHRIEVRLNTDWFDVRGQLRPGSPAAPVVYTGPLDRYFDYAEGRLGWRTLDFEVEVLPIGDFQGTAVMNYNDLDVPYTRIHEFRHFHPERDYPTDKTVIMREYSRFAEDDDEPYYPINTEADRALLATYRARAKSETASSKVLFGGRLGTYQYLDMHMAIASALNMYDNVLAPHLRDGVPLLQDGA
# An asterisk follows results filed as active; ? = inconclusive; · = no result given; & = joins results of further samples. Rule as the data show it, unless noted: active = inhibition above about 30%; inactive = the rest.
# Order of values: Mtb BioA inh	BoNT-F LC inh	Rv3671c inh	FadD28 binding	DUSP3 inh	CCHF vOTU inh	GDH-TPI counter	FBA Mtb inh	MazF activator	UGM FP inh
1	CCCCNC(=O)C1(C)CCCCN1C(=O)c1c(F)ccc(C)c1F (stereo not drawn)
  -0.6	4	·	-1.1	·	0	9	3	·	·
2	CCOC(=O)c1[nH]c(C)c(C(=O)OCC(=O)NC2CCS(=O)(=O)C2)c1C (stereo not drawn)
  -0.5	-5	0	-0.8	16	3	12	-4	11	0.6
3	Cc1cc(C(F)(F)F)nn1CC(=O)Nc1ccc(Br)c2cccnc12
  ·	-37	-10	-1.2	31	1	2	-1	-10	1.0
4	Cc1ccc(NC(=O)N2CCN(C(=O)C3CCCO3)CC2)cc1 (stereo not drawn)
  -0.2	2	0	-1.6	26	-8	12	0	2	1.9
5	O=C(NC1CCCCC1)c1ccc2c(c1)S(=O)(=O)c1ccccc1C2=O
  -0.2	1	-3	-0.5	·	-2	10	0	6	-1.1
6	Cc1cc2nsnc2c(S(=O)(=O)N2CCN(C)CC2)c1C
  0.7	-5	11	-2.3	6	8	4	0	10	-0.4
7	Cc1ccc(O)c(C(=O)c2cnc3c(c2)CN(C)C(=O)N3)c1
  ·	6	-6	0.4	0	-9	26	-1	2	0.4
8	COc1ccc(CC(=O)OCC(=O)N2CCCC(C)C2)cc1 (stereo not drawn)
  1.1	3	-3	-1.3	28	5	-2	0	2	0.4
9	CSc1nc2c(ccc3ccccc32)o1
  ·	14	-5	-2.4	4	-19	-16	-15	2	1.9
10	CCCP(=O)(CCC)CCP(=O)(c1ccccc1)c1ccccc1
  ·	0	-3	-0.2	18	10	-4	3	-2	-1.7
11	CCN(CC)CCCNC(=O)c1oc2ccc3c(c2c1C)C(O)CC(C)(C)O3 (stereo not drawn)
  -1.3	4	·	·	83	-14	14	44*	4	-1.9
12	COc1cc2oc(=O)cc(CN3CCN(c4ccc(Cl)c(Cl)c4)CC3)c2cc1Cl
  -0.8	0	·	-2.1	·	-2	·	-4	·	·
13	O=C(Nc1ccccc1)OC1CCS(=O)(=O)C1 (stereo not drawn)
  ·	-9	4	-0.9	1	-3	3	-1	2	-0.8
14	O=C(Nc1cnn(Cc2c(Cl)cccc2Cl)c1)c1ccc([N+](=O)[O-])cc1
  0.3	?	-11	-4.2	-1	7	13	3	7	2.4
15	Cc1cccc(CC(=O)NCCS(=O)(=O)N2CCN(c3cccc(Cl)c3)CC2)c1
  -0.5	-4	2	-6.0	·	15	0	1	-6	-0.3
16	CCOc1ccc(C(=O)NCC(=O)NNC(=O)c2cc(C)oc2C)cc1OCC
  0.2	4	-2	-0.8	·	6	11	7	4	-3.4
17	CCc1cc(C(=O)N2CCN(C(=O)c3ccco3)CC2)sc1C
  -0.5	·	-4	-2.4	·	0	-8	2	8	0.2
18	CC(O)Cc1nsc(NC(=O)c2cccs2)n1 (stereo not drawn)
  -0.3	-8	6	-1.4	-4	-2	21	2	0	-0.2
19	O=C(NC1CC1)c1cc2ccccc2o1
  -0.4	5	1	-1.5	19	-4	-4	3	6	-3.6
20	Nc1ccc(NC(=O)c2ccc(C(=O)Nc3ccc(N)cc3)cc2)cc1
  -0.1	?	-4	0.0	27	11	9	1	7	-0.6
21	CN1CCN(C(=S)NC(=O)c2cccc(S(=O)(=O)N(C)C)c2)CC1
  -1.5	2	0	-3.1	19	-9	8	4	6	-3.4
22	COc1cc2c(cc1NC(=O)CN1CCN(S(=O)(=O)c3ccc(C)cc3)CC1)oc1ccccc12
  -0.6	-10	10	-2.0	7	4	9	4	-16	-2.8
23	O=C(CN1C(=O)C2C3C=CC(C3)C2C1=O)Nc1nc(-c2ccccn2)cs1 (stereo not drawn)
  ·	-3	-7	-2.7	14	-1	-9	2	-4	-1.0
24	COc1ccc2nc(SCc3cnc(C)nc3N)[nH]c2c1
  6.1	-1	-5	0.9	3	-14	5	1	5	0.2
25	Cc1nc(C(C)NC(=O)c2ccc(OC3CCN(Cc4ccccn4)CC3)cc2)c(C)s1 (stereo not drawn)
  -1.6	-2	0	-3.3	77	-1	-4	-1	2	-0.5
26	O=C(Nc1nc2ccc(SC(F)F)cc2s1)c1ccc(NS(=O)(=O)c2ccc(F)c(F)c2)cc1
  1.4	-1	-213	17*	-1	14	29	55*	1	0.0
27	O=C1c2ccccc2C(=O)N1OCc1cccc(Cl)c1
  -1.0	3	-5	-0.6	-28	-3	2	-1	-1	-6.5
28	CCN(CC)S(=O)(=O)c1ccc(-c2csc(C)n2)cc1
  ·	-3	2	-5.6	-17	7	-9	-3	3	1.3
29	Cc1ccc(NC(=S)NCc2ccccc2)cc1[N+](=O)[O-]
  ·	-5	-5	-6.8	17	12	9	5	15	2.0
30	Cc1ccc(NC(=S)N2CCCCC2CO)cc1C (stereo not drawn)
  ·	-5	-2	-2.9	17	-6	-6	0	1	1.6
31	C[C@@H]1CN([C@H](C)CO)C(=O)c2cc(Br)cnc2O[C@H]1CN(C)C(=O)Cc1ccncc1
  6.4&0.6	-7	·	-1.3	·	5	-2	0	3	·
32	CC(C)NS(=O)(=O)c1ccc(OCC(=O)N2CCc3ccccc3C2)cc1
  ·	-4	-2	0.2	-12	-10	3	6	4	0.4
33	Cc1ccc(Cn2cc(/C=C/C(=O)O)c(-c3ccccc3)n2)cc1
  ·	-9	2	-0.9	12	-5	7	3	-1	1.7
34	CCOC(=O)CN1CC23C=CC(O2)C(C(=O)NCc2ccccc2OC)C3C1=O (stereo not drawn)
  0.2	-4	2	1.0	7	6	3	0	10	1.8
35	CCC(C)NC(=O)C1c2ccccc2C(=O)N1Cc1ccc(F)cc1 (stereo not drawn)
  -1.4	-12	-3	0.2	6	6	-4	4	6	-0.4
36	CCc1nnc(NC(=O)C2=CCN(S(=O)(=O)c3ccc(F)cc3)CC2)s1
  ·	8	0	0.5	28	4	-18	9	7	-2.5
37	COc1cc(C(CC(=O)Nc2ccccn2)N2Cc3ccccc3C2=O)cc(OC)c1OC (stereo not drawn)
  -1.3	0	0	1.6	-16	14	-3	5	8	0.1
38	Cn1nnc2cc(NC(=O)Nc3ccccc3F)ccc21
  2.3	-3	·	0.5	·	12	10	2	2	·
39	O=C1C(=Cc2cn(-c3ccccc3)nc2-c2ccc(OCc3ccccc3)cc2)SC(=S)N1CCS(=O)(=O)O
  -1.8	-6	·	0.7	·	30*	10	-6	·	·
40	O=C(Nc1ccn(Cc2ccccc2F)n1)c1ccc(COc2ccc(Br)cc2)cc1
  ·	-4	-8	-0.3	-2	16	9	-2	-5	2.2
41	Nn1c(SCC(=O)NC2CCCCC2)nnc1-c1ccccc1F
  0.5	1	-1	-0.7	·	5	5	-4	-6	-1.5
42	CC(C)OCCCNC(=S)NNC(=O)C(c1ccccc1)c1ccccc1
  -0.3	3	-11	-2.3	9	11	-8	-2	4	2.0
43	O=C1c2nc3cc(-c4ccco4)[nH]n3c(=O)c2CN1C1CCCCC1
  5.2	?	2	0.1	-4	-62	-1	129*	1	2.0
44	CC(=O)OC1CCC2(C)C(CCC3C4CC(N5CC5)C(C(C)=O)C4(C)CC(=O)C32)C1 (stereo not drawn)
  ·	1	·	-4.1	·	-1	6	1	-4	·
45	CCCCC(=O)NC1(C(F)(F)F)C(=O)Nc2c1c(=O)n(C)c(=O)n2C (stereo not drawn)
  0.3	-3	-11	-3.3	20	11	-2	-2	-3	-1.6
46	COc1cccc2cc(C(C)N(CCCN3CCOCC3)C(=S)Nc3cccc(C)c3)oc12 (stereo not drawn)
  0.6	-2	-7	-2.0	12	-10	18	11	1	-0.3
47	CC(C)(C)OC(=O)C[C@H]1C/C=C\C[C@@H](CC(=O)N(CCO)Cc2ccccc2)C(=O)N[C@H](Cc2c[nH]c3ccccc23)COC1=O
  -0.3	-5	-6	-1.3	·	16	2	2	-6	5.0
48	Cc1ccc(C)c(S(=O)(=O)N2CCCOC2CNC(=O)C(=O)NCc2ccc3c(c2)OCO3)c1 (stereo not drawn)
  -3.9	-4	-2	-1.4	-2	21	7	2	1	-2.0
49	O=C(O)CC/C(=N/NC(=O)CNC(=O)C(c1ccccc1)c1ccccc1)c1ccccc1
  -0.1	0	-9	-1.7	-11	-5	5	4	-1	-2.3
50	Clc1ccc(NC2(c3nnnn3C3CCCCC3)CCCCC2)cc1
  -2.9	-13	2	0.0	15	5	11	-2	1	-0.7
51	CC1(Oc2cccc(F)c2)CCN(Cc2ccc(-c3ccccn3)cc2)C1 (stereo not drawn)
  -3.8	-3	·	0.3	·	0	-6	5	·	·
52	CC(C)(C)OC(=O)C[C@@H]1C/C=C\C[C@H](CC(=O)N[C@H](CO)Cc2ccccc2)C(=O)N2CCC[C@H]2COC1=O
  -3.2	-12	-2	0.7	·	5	9	4	-2	0.0
53	CCOc1cc(/C=C2/C(=O)ON=C2C)ccc1OCc1ccccc1F
  0.1	-3	-6	-1.1	-1	15	10	0	-7	-3.4
54	CCCCOc1ccccc1C1C(C(N)=O)=C(C)Nc2nnnn21 (stereo not drawn)
  0.1	-4	-1	1.4	-8	1	5	2	2	-0.3
55	Cc1nnc2n(-c3ccccc3)c(=O)c3c4c(sc3n12)CCCC4
  3.0	-5	2	-0.3	3	-4	1	-2	1	3.7
56	CCCCNC(=O)N(C)c1nncnc1C(=O)NC
  -1.3	-3	1	0.1	22	8	11	2	2	-1.7
57	Cc1cccc(NC(=O)c2ccc([N+](=O)[O-])o2)c1
  0.8	-7	-1	0.6	7	-3	5	1	6	2.0
58	Fc1ccc(CSc2ncnc3c2oc2ccccc23)cc1
  ·	18	-1	-2.3	-13	-2	7	4	2	-0.9
59	Cc1cc(C)c2sc(N(CCCN(C)C)C(=O)c3ccc(S(=O)(=O)N(C)C4CCCCC4)cc3)nc2c1
  0.7	·	4	-6.8	·	15	-2	2	4	-0.9
60	COc1ccc(C)cc1NC(=O)CCS(=O)(=O)c1cccc2nonc12
  -0.5	-16	-6	-1.2	-19	-9	8	1	8	-3.2

# (more compounds)
# Order of values: Mtb BioA inh	BoNT-F LC inh	Rv3671c inh	FadD28 binding	DUSP3 inh	CCHF vOTU inh	GDH-TPI counter	FBA Mtb inh	MazF activator	UGM FP inh
61	O=C(NCCc1ccccc1)c1ccco1
  -1.1	12	-7	-3.7	9	-2	1	0	1	2.1
62	CCCCCC(=O)NNC(=O)c1c(O)c2ccccc2n(CC)c1=O
  ·	1	-20	-2.6	20	3	6	0	-8	-0.2
63	Cc1ccc(SCC(=O)OCC(=O)NC(C)c2ccc(F)cc2)cc1 (stereo not drawn)
  0.0	-1	-6	-1.1	·	-1	1	0	6	-1.6
64	COC(=O)c1ccc(C(C(=O)NC2CCCCC2)N(CCN2CCOCC2)C(=O)Cc2cccs2)cc1 (stereo not drawn)
  ·	-5	-2	-2.0	20	-5	10	1	12	-0.7
65	CC(=O)Nc1ccc(NC(=O)C(C)OC(=O)C2CCC2)cc1 (stereo not drawn)
  -0.2	-12	0	0.0	·	5	-6	3	6	1.1
66	O=C(COC(=O)Cc1ccc(S(=O)(=O)N2CCCCC2)s1)Nc1ccc2c(c1)OCO2
  -0.2	-4	-5	-2.1	12	5	-5	3	-1	-0.4
67	CCc1ccc(CNCc2cccnc2)cc1
  -2.8	-11	2	-1.5	-5	8	-1	4	1	-0.5

# Shown tab-delimited: part of the list above.
item	Structure	Mtb BioA inh	BoNT-F LC inh	Rv3671c inh	FadD28 binding	DUSP3 inh	CCHF vOTU inh	GDH-TPI counter	FBA Mtb inh	MazF activator	UGM FP inh
63	Cc1ccc(SCC(=O)OCC(=O)NC(C)c2ccc(F)cc2)cc1 (stereo not drawn)	0.0	-1	-6	-1.1	·	-1	1	0	6	-1.6
64	COC(=O)c1ccc(C(C(=O)NC2CCCCC2)N(CCN2CCOCC2)C(=O)Cc2cccs2)cc1 (stereo not drawn)	·	-5	-2	-2.0	20	-5	10	1	12	-0.7
65	CC(=O)Nc1ccc(NC(=O)C(C)OC(=O)C2CCC2)cc1 (stereo not drawn)	-0.2	-12	0	0.0	·	5	-6	3	6	1.1
66	O=C(COC(=O)Cc1ccc(S(=O)(=O)N2CCCCC2)s1)Nc1ccc2c(c1)OCO2	-0.2	-4	-5	-2.1	12	5	-5	3	-1	-0.4
67	CCc1ccc(CNCc2cccnc2)cc1	-2.8	-11	2	-1.5	-5	8	-1	4	1	-0.5

# Not a hit list; overall some 4.9% were active at least once.
